RXFP1 antagonist: qHTS Assay for Antagonists of the Relaxin Receptor RXFP1; Relaxin receptor 1 (Homo sapiens), Q9HBX9; HEK293-RXFP1, relaxin-stimulated cAMP HTRF, 30 min; hits give low values; activity change, negative = inhibition, % at 57.5 µM; 350,000 compounds, 0.59% hits;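 active = activity change of -60% or lower, but not beyond a set lower limit; inconclusive = change between -60% and -40%, or beyond the set limit; inactive = change above -40%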; note: % is set by controls: 0 for no effect and ±100 for the full control effect
Target sequence (Q9HBX9 whole entry, looked up): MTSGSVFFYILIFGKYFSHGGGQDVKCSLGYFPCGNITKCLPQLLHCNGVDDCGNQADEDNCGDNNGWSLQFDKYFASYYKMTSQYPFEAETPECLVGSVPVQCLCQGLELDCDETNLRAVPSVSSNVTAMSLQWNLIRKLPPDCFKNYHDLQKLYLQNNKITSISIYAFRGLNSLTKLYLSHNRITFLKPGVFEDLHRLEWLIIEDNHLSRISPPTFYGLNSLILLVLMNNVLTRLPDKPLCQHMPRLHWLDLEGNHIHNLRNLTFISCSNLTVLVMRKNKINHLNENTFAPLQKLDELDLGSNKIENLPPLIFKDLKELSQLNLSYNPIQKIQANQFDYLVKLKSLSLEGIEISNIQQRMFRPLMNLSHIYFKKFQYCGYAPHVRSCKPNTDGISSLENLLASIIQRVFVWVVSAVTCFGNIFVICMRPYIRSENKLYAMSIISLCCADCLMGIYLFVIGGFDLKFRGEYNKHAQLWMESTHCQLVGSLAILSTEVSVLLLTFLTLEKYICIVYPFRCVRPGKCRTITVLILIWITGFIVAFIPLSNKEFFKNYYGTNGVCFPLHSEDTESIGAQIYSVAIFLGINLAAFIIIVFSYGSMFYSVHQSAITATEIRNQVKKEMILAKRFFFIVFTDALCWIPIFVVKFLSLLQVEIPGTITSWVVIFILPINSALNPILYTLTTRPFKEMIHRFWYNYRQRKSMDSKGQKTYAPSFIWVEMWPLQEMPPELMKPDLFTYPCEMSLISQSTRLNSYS
D2 PAM: HTS Assay for Positive Allosteric Modulators of the Human D2 Dopamine Receptor: Primary Screen for Potentiators. D(2) dopamine receptor (Homo sapiens), P14416. HEK293 T-REx D2, calcium flux, EC20 dopamine potentiation. potentiation, % at 10 µM. 340,000 compounds, 0.34% hits. AID 485347, 2010;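 active = potentiation over 3 SD above the plate norm, cut at about 30% in these data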; note: 0% is about no effect
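Potentiation of an EC20 dopamine calcium response is measured in a force-coupled, tetracycline-inducible Hek293 Trex D2 line. Compound-only kinetic reads over 180 s flag agonists before dopamine addition.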
D1 antagonist: Antagonist of Human D 1 Dopamine Receptor: qHTS. D(1A) dopamine receptor (Homo sapiens), P21728. HEK293 TREx D1 cells, calcium flux, dopamine EC80; hits give low values. activity change, negative = inhibition, % at 10 µM. 360,000 compounds, 3.2% hits; in the data active = activity change below about -30%; note: % is set by controls: 0 for no effect and ±100 for the full control effect
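Tetracycline-induced HEK293 Trex D1 cells, force-coupled to calcium, dye-loaded; compounds added and read 180 s, then EC80 dopamine added and calcium flux tracked kinetically another 180 s.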
Vif-A3F inh: qHTS for Inhibitors of Vif-A3F Interactions: qHTS; 390,000 compounds, 0.2% hits; HeLa A3F-eYFP + Vif (tagged APOBEC3F with the HIV-1 protein that degrades it), YFP fluorescence increase; Potency, µM (series often up to 46.1 µM), without a hit: at the top dose activity, negative = active; note: potency is the fitted concentration of half-maximal effect; % of control where 0% means no effect; nearly all actives have a fitted effect of over 65% in size
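HeLa cells stably expressing A3F-eYFP plus Vif, plated and incubated overnight at 37 deg C, then exposed to compounds overnight at 37 deg C. Blocked degradation read as raised yellow fluorescence (Ex 488/Em 500-530).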
RXFP1 agonist: qHTS Assay for Agonists of the Relaxin Receptor RXFP1; Relaxin receptor 1 (Homo sapiens), Q9HBX9; HEK293T-RXFP1 cAMP TR-FRET, 30 min; response scale: percent of porcine relaxin response, buffer zero; Potency, µM (series often up to 57.5 µM), for inactives: at the highest dose activation, hits mostly activators; 370,000 compounds, 0.3% hits; AID 2676, 2010; note: potency is the fitted concentration of half-maximal effect; % is set by controls: 0 for no effect and ±100 for the full control effect; nearly all actives have a fitted effect of over 60% in size; many of its hits are not listed in these tables
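cAMP rise read by TR-FRET after 30 min, 37C compound exposure (up to 58 uM) in RXFP1-transfected HEK293 cells with Ro 20174 present. EC50 from Hill-equation fits, with 29 nM porcine relaxin as 100% and buffer as basal.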
GRP78 ERSR act: qHTS for Inducers of the Endoplasmic Reticulum Stress Response (ERSR) in Human Glioma: qHTS | U87-MG GRP78 promoter luciferase reporter, 16 h | Potency, µM, for inactives: top-dose activation, hits mostly activators | 420,000 compounds, 0.02% hits | AID 602332, 2012; note: potency is the fitted concentration of half-maximal effect; series mostly up to about 76 µM; % of control where 0% means no effect; nearly all actives have a fitted effect of over 35% in size
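ERSR induction read as luciferase luminescence (Bright-Glo, 10 min at room temperature) in stably transfected human U87-MG glioma cells exposed to compounds for 16 h, using GRP78 as sensor.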
Vif-APOBEC3G blk: qHTS for Inhibitors of Vif-A3G Interactions: qHTS | DNA dC->dU-editing enzyme APOBEC-3G (Homo sapiens), Q9HC16 | HeLa A3G-eYFP + Vif (tagged APOBEC3G with the HIV-1 protein that degrades it), YFP fluorescence, overnight | Potency, µM (titrated, usually from 46.1 µM), without a hit: top-dose activity, negative = active, most hits filed as inhibitors | 410,000 compounds, 0.076% hits | AID 602310, 2012;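 note: potency is the fitted concentration of half-maximal effect; % is set by controls: 0 for no effect and ±100 for the full control effect; nearly all actives have a fitted effect of over 60% in size; hits raise eYFP signal because A3G escapes Vif-driven loss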
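Read-out is eYFP fluorescence (Ex 488/Em 500-530) from Vif-expressing HeLa A3G-eYFP cells; more signal means A3G escaped Vif-mediated degradation. Cells plated overnight, compound pinned in, incubated overnight at 37 deg C.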
D1 potentiator: Potentiators of Human D1 Dopamine Receptor: qHTS; D(1A) dopamine receptor (Homo sapiens), P21728; HEK293 TREx D1 cells, calcium flux, dopamine EC20 potentiation; potentiation, % at 10 µM; 360,000 compounds, 0.036% hits; AID 504651, 2011; in the data active = potentiation above about 30%; note: 0% is about no effect
D1 ag: Allosteric Agonists of the Human D1 Dopamine Receptor: qHTS. activation, % at 2 µM. HEK293 T-REx D1 cells, calcium flux, agonist mode. 360,000 compounds, 1% hits; in the data active = activation above about 30%; note: 0% is about no effect
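Tetracycline-induced HEK293 TREx D1 cells, force-coupled to calcium signalling, were dye-loaded with a no-wash calcium kit. Compound was pin-added after a 10 s baseline. Fluorescence was read kinetically at 1 cycle/s for 180 s, with calcium rises flagged as agonism.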
Numbers without * were called inactive; ? = inconclusive; / = no result given; & = joins results of further samples. Unless noted, calls come from the whole dose curve; as a rule, active = well fitted curve in the direction sought with a large enough effect; inconclusive = small, poorly fitted or top-dose-only effect, or another doubt; inactive = no such curve, though single readings can be large; an effect the other way counts as inactive or inconclusive. Only part of the results is shown. The share of hits here may be higher or lower than overall.

item	RXFP1 antagonist	D2 PAM	D1 antagonist	Vif-A3F inh	RXFP1 agonist	GRP78 ERSR act	Vif-APOBEC3G blk	D1 potentiator	D1 ag	SMILES
1	-9	-14	-14	2%	-1.6%	0%	4%	4	2	Clc1cccc(OCCN2CCCC2)c1
2	?	3	-3	-2%	-0.7%	-2%	-3%	-2	4	CCn1cc(CNCc2c(C(=O)N3CCCCC3)nc3c(C)cccn23)cn1
3	-9	6	1	-7%	2.0%	-1%	-21%	-1	4	CC1=C(C(=O)Nc2ccc(C)cc2C)C(c2cc(Br)ccc2F)n2ncc(C(=O)Nc3ccc(C)cc3)c2N1 (centres undefined)
4	-8	/	/	6%	/	-8%	-4%	/	/	COc1cc(Cl)c(C)cc1NC(=O)c1ccccc1NC(=O)CN1CCN(c2ccccn2)CC1
5	2	0	-8	-8%	2.9%	5%	0%	-1	0	COc1cccc(CNC(=O)Nc2cccs2)c1
6	2	-7	2	-3%	-2.2%	-1%	0%	-2	0	C=CCN1C(=O)C(CC(=O)Nc2ccccc2)S/C1=N/c1nccs1 (centres undefined)
7	-7	1	13	8%	-1.6%	1%	7%	0	2	CC(=O)c1cccc(NC(=O)c2ccc3nc(C(C)C)oc3c2)c1
8	-16	5	4	0%	1.7%	-1%	-3%	0	19	Cc1cccc(NC(=S)NCc2ccccn2)c1
9	-1	-5	-10	-7%	1.5%	0%	3%	-18	16	Cc1cc(Cl)ccc1NC(=S)NCc1ccc(F)cc1
10	-2	7	-7	2%	2.3%	2%	-6%	0	2	Fc1ccccc1-c1nc(-c2cnccc2C(F)(F)F)no1

Further results:
item	RXFP1 antagonist	D2 PAM	D1 antagonist	Vif-A3F inh	RXFP1 agonist	GRP78 ERSR act	Vif-APOBEC3G blk	D1 potentiator	D1 ag	SMILES
11	/	-17	-8	2%	-1.1%	-11%	-28%	2	0	COC1=C(N)C(=O)c2nc(-c3nc(C(=O)O)c(C)c(-c4ccc(OC)c(OC)c4O)c3N)ccc2C1=O
12	-33	4	-1	-1%	1.5%	-5%	-8%	-7	2	CN(C)Cc1ccccc1C1(O)c2ccccc2CSc2ccccc21 (centres undefined)
13	-5	5	22	4%	10%	-2%	4%	-5	1	Cc1ccc(CNC(=O)CS(=O)(=O)Cc2nc(-c3ccc(C)cc3)oc2C)cc1
14	-9	5	13	-9%	1.5%	-3%	-1%	-2	2	CC1(C)Cc2c(c(-c3ccccc3)nc3[nH][nH]c(=O)c23)CO1
15	-27	/	3	15%	-0.7%	-1%	-3%	-1	3	Cn1c(=O)[nH]c(=O)c2c1nc(Br)n2C/C=N/Nc1ccccc1
16	1	16	6	1%	-1.2%	-3%	-8%	15	9	C=Cc1ccc(N=Cc2c(O)ccc3ccccc23)cc1
17	3	/	/	-3%	/	1%	1%	/	/	O=C(NNC(=O)c1ccccc1-n1cccc1)c1cccnc1
18	3	4	1	-5%	6.6%	0%	5%	0	0	Cc1noc(C)c1CN1C(=O)c2ccc([N+](=O)[O-])cc2C1=O
19	-5	0	3	-1%	0.9%	-3%	-2%	6	1	O=C(CCNS(=O)(=O)c1cccs1)Nc1ccccc1F
20	/	4	-17	6%	7.2%	6%	0%	-3	3	CCOc1ccc(NC(=O)CSc2nc3c([nH]c4ccccc43)c(=O)n2-c2cc(C)cc(C)c2)cc1

At a glance, some entries already given:
item	RXFP1 antagonist	D2 PAM	D1 antagonist	Vif-A3F inh	RXFP1 agonist	GRP78 ERSR act	Vif-APOBEC3G blk	D1 potentiator	D1 ag	SMILES
13	-5	5	22	4%	10%	-2%	4%	-5	1	Cc1ccc(CNC(=O)CS(=O)(=O)Cc2nc(-c3ccc(C)cc3)oc2C)cc1
14	-9	5	13	-9%	1.5%	-3%	-1%	-2	2	CC1(C)Cc2c(c(-c3ccccc3)nc3[nH][nH]c(=O)c23)CO1
15	-27	/	3	15%	-0.7%	-1%	-3%	-1	3	Cn1c(=O)[nH]c(=O)c2c1nc(Br)n2C/C=N/Nc1ccccc1
16	1	16	6	1%	-1.2%	-3%	-8%	15	9	C=Cc1ccc(N=Cc2c(O)ccc3ccccc23)cc1

Carrying on.
item	RXFP1 antagonist	D2 PAM	D1 antagonist	Vif-A3F inh	RXFP1 agonist	GRP78 ERSR act	Vif-APOBEC3G blk	D1 potentiator	D1 ag	SMILES
21	?	2	8	-1%	2.2%	-13%	-8%	-3	2	COc1ccc([N+](=O)[O-])c(S(=O)(=O)c2ccccc2)n1
22	8&-5	9&-5	-1&-10	-5%&1%	5.5%&0.3%	8%&1%	1%&-1%	-8&0	2&-1	Cc1ccc(NC(=O)Nc2cccc(C)n2)cc1
23	-5	0	-11	1%	0.9%	-3%	-4%	-7	3	O=C(NCCc1ccccc1)C1CCCN1C(=O)Nc1ccc(F)cc1 (centres undefined)
24	6	10	-19	1%	-0.7%	-8%	-8%	0	3	O=C(CN1C(=O)NC(Cc2c[nH]c3ccccc23)C1=O)Nc1cccc(S(=O)(=O)N2CCCCCC2)c1 (centres undefined)
25	2	-2	4	16%	0.6%	1%	1%	3	2	Cc1ccc(C(=O)OCC(=O)N2CCC(c3ccccc3)=N2)c(C)c1
26	-7	-2	2	-4%	1.7%	2%	0%	-2	-1	Cc1cccc(-c2nc(CSCC(=O)NCc3cccs3)c(C)o2)c1
27	-7	/	-5	-3%	-1.3%	-2%	4%	5	3	O=C(CNCCO)N1N=C(c2cccs2)CC1c1cccs1 (centres undefined)
28	/	-6	8	5%	9.7%	-5%	0%	0	9	CCCCC1=CC2=C(c3ccco3)C(=O)C(C)(OC(=O)c3ccc(OC)cc3)C(=O)C2=CN1c1ccc(OC)cc1 (centres undefined)
29	-3	3	2	4%	-0.4%	2%	-1%	1	3	COc1ccc(/C=C(\NC(=O)c2ccc(OC)cc2)C(=O)Nc2cccc(C(=O)O)c2)cc1
30	-1	/	/	8%	/	-1%	0%	/	/	C[C@H](CO)N1C[C@H](C)[C@@H](CN(C)C(=O)Nc2ccccc2)Oc2ncc(C#CC3CCCCC3)cc2C1=O

Other structures follow:
item	RXFP1 antagonist	D2 PAM	D1 antagonist	Vif-A3F inh	RXFP1 agonist	GRP78 ERSR act	Vif-APOBEC3G blk	D1 potentiator	D1 ag	SMILES
31	3	21	11	?	-0.9%	-6%	-2%	-1	1	CCC1(c2ccccc2)NC(=O)N(CC(=O)NC2(C#N)CCCCC2)C1=O (centres undefined)
32	5	2	-3	18µM*	-0.6%	-5%&-2%	-8%	-4	3	c1cncc(-c2nc(NCc3cccs3)c3ccccc3n2)c1
33	-4	-9	-11	-1%	2.8%	-4%	0%	-1	0	CCN(C(=O)c1cccc(NC(=O)c2ccccc2)c1)C1CCCCC1
34	1	-5	-10	?	7.0%	-2%	-17%	-1	6	COc1ccc(C2CC(=O)c3cc(-c4nc(-c5ccc(C)cc5)cs4)c(=O)[nH]c3C2)cc1 (centres undefined)
35	24	2	8	-1%	5.5%	-6%	0%	4	1	O=C(O)CC(SCC(=O)Nc1ccc(Cl)c(S(=O)(=O)N2CCOCC2)c1)C(=O)O (centres undefined)
36	-4	7	-21	2%	0.0%	-1%	-3%	-3	0	CCNC(=O)COc1ccc(CC)cc1
37	4	-11	-17	3%	7.2%	-2%	0%	-5	7	COc1ccc(Cc2nc3ccc(C(=O)N(C)CCc4cnn(C)c4)cc3o2)cc1OC
38	-2	7	-5	-1%	1.7%	-2%	0%	4	-2	O=C(CSc1nnc(CNC(=O)c2ccccc2F)o1)Nc1ccc2c(c1)OCCO2
39	-6	3	5	4%	4.2%	-5%	0%	6	3	Cc1ccc(NC(=O)CN2C(=O)S/C(=C\C(=O)Nc3ccc(Cl)cc3)C2=O)cc1
40	-2	2	-5	4%	0.3%	0%	1%	0	-1	O=C(COc1ccccc1F)Nc1ccccc1C(=O)NC1CC1

Remaining list, next part.
item	RXFP1 antagonist	D2 PAM	D1 antagonist	Vif-A3F inh	RXFP1 agonist	GRP78 ERSR act	Vif-APOBEC3G blk	D1 potentiator	D1 ag	SMILES
41	-37	4	-2	5%	2.1%	-4%	-14%	-7	2	CC(C)c1ccc(/C=C/C2=NNC(=O)CC2)cc1
42	/	-9	-11	3%	0.4%	-1%	1%	-2	3	COc1cccc(NC(=O)C(Cc2ccccc2)NS(=O)(=O)c2ccc3c(c2)oc(=O)n3C)c1 (centres undefined)
43	-8	-6	17	2%	3.3%	-4%	-1%	-1	4	Cc1cc(C)n2nc(SCC(=O)Nc3ccccc3F)nc2n1
44	-16	-2	15	0%	0.9%	-3%	-1%	3	2	CC(=O)c1ccc(NC(=O)C2CCCNC2=O)cc1 (centres undefined)
45	12	-1	5	-2%	0.6%	1%	3%	1	1	Cc1cccc(-c2nnc3sc(-c4ccccc4)nn23)c1
46	-5	7	-8	/	4.0%	2%	-1%	0	6	O=C(NCCc1ccccc1)c1cc2sccc2n1Cc1ccccc1
47	13	6	10	3%	-0.1%	2%	1%	0	-1	O=C(Cn1sc2ccccc2c1=O)N1CCN(C(=O)c2ccco2)CC1
48	0	0	-3	3%	4.5%	-1%	7%	-9	8	COc1ccc(S(=O)(=O)c2cnc3cc(OC)c(OC)cc3c2N2CCCC(C)C2)cc1 (centres undefined)
49	/	1	-1	-22%	0.2%	-3%	-1%	-5	1	O=[N+]([O-])c1ccccc1/C=N/N1CCN(c2ccc(Cl)cc2)CC1
50	-1	/	2	6%	-0.7%	-5%	0%	4	22	Cc1cc(C)n(CC(=O)N2c3ccccc3Sc3ccccc32)n1
51	2	5	1	-11%	3.3%	-1%	0%	-6	-2	Nc1cc(C(F)(F)F)ccc1NCCc1ccccn1

From PubChem BioAssay
